Screening data as filed in PubChem.
GlmU inhibition = inhibition of mycobacterial GlmU enzyme – biochemical, glucosamine-1-phosphate acetyltransferase (AID 1376) | M. tuberculosis GlmU acetyltransferase enzyme assay; higher % means a stronger effect | inhibition, %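 (tested at 30 µM in the primary screen)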, or IC50 in µM where a hit was titrated | 220,000 tested, 0.25% active; in the data active = inhibition above about 13%;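 note: 0% = complete reaction with vehicle and 100% = reaction without substrate; strong numbers were not always called active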
RmlCD inh 1536 = M. tuberculosis RmlC/RmlD inhibition. 160,000 tested, 0.03% active. AID 1533. inhibition, % at 3.6 µM. P9WH09+P9WH11. RmlC+RmlD coupled enzyme assay, percent inhibition; primary screen in compound mixtures; in the data active = inhibition mostly above about 34%, no sharp cut-off; note: some results filed as inactive read as strong as hits
Target sequence (P9WH09 whole entry, looked up): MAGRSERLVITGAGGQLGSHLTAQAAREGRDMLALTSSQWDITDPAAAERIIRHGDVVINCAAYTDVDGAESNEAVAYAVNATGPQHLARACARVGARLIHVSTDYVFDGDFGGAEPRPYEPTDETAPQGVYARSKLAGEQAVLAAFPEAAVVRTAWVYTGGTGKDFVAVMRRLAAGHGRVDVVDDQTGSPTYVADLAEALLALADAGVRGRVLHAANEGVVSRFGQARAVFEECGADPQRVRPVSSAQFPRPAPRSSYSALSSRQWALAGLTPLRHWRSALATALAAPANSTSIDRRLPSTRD
Target sequence (P9WH11 whole entry, looked up): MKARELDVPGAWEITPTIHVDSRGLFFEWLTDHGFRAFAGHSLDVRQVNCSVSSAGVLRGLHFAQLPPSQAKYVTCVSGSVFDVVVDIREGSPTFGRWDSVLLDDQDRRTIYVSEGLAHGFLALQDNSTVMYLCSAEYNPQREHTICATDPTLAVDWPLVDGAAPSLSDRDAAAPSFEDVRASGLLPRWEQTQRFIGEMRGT
Starred values were filed as active, the others as inactive; . = not tested or not shown.

Order of values – GlmU inhibition | RmlCD inh 1536
CCCn1c(SCC(=O)NC(C)C23CC4CC(CC(C4)C2)C3)n[nH]c1=O (stereo unspecified)
    -6.4% | .
Cc1nnc(N2C(=O)C(O)=C(C(=O)c3ccco3)C2c2ccc(C(C)C)cc2)s1 (stereo unspecified)
    -3.7% | 16
O=C(COc1cccc(Br)c1)N/N=C1\CCSC1
    2.5% | 6
COCCN1C(=O)c2oc3cc(C)c(C)cc3c(=O)c2C1c1ccc(O)cc1 (stereo unspecified)
    1.4% | .
COC(=O)c1ccc(NCC(=O)c2ccccc2)cc1
    1.4% | .
CCCCCCN(C(=O)CCCCCN1C(=O)NC(c2ccc(Cl)cc2)C(C(=O)OCc2ccccc2)=C1C)C(C(=O)NCCCC)c1ccc(OCC(=O)OC)c(C(=O)OC)c1 (stereo unspecified)
    0.0% | .
Cc1ccc(NC(=O)NC2CCCCC2)cc1Cl
    -0.3% | 9
CS(=O)(=O)N1CCc2cc(-c3csc(NCC4CCCO4)n3)ccc21 (stereo unspecified)
    -4.7% | -1
CC(C)C(=O)NC(NC(=O)C(C)C)c1ccc([N+](=O)[O-])cc1
    -5.3% | 5
O=C(CNCCCO)Nc1cc(C(F)(F)F)cc(NC(=O)CNCCCO)c1Cl
    5.1% | 3
O=C(NC(=S)Nc1cccc([N+](=O)[O-])c1)c1ccccc1
    -4.0% | .
CC/C(=N/Nc1cccc(Cl)c1)c1cnnc(SC)n1
    0.8% | -3
O=C(/C=C/c1cccc(Oc2ccccc2)c1)N1CCOCC1
    1.2% | -4
CC(=O)NC1(c2cccc(F)c2)CCN(C(=O)Nc2ccc(C#N)cc2)CC1
    -3.3% | 14
Cc1cc(NC(=O)CSc2nnc(C3CC3)n2N)no1
    -6.2% | 8
COc1ccccc1/C=N/Nc1nc(C)cc(C)n1
    -1.4% | 7
c1ccc2cc(-c3csnn3)ccc2c1
    5.8% | .
Cc1cc(C)n(CC(=O)Nc2ccc([N+](=O)[O-])cc2)n1
    1.9% | .
CCN(CC)CCn1c(=N)n(CC(O)COc2cccc(C)c2)c2ccccc21 (stereo unspecified)
    -7.7% | 17
CCOc1cnc(-c2ccc(Cl)cc2)o1
    -5.2% | 8
Cc1ccc(NC(=O)CCNS(=O)(=O)c2ccc3c(c2)c(=O)n(C)c(=O)n3C)cc1C
    -5.9% | -11
O=C(N/C(=C\c1cn(-c2ccccc2)nc1-c1ccc(Cl)cc1)C(=O)N1CCOCC1)c1ccccc1
    1.4% | 8
COC(=O)CSc1nc(N)c(C#N)c(-c2ccco2)c1C#N
    22%* | .
O=[N+]([O-])c1ccc(OCCO)c(P(=O)(c2ccccc2)c2ccccc2)c1
    -6.0% | 10
CCN(C(=O)COc1ccc(C)nc1[N+](=O)[O-])C1CCS(=O)(=O)C1 (stereo unspecified)
    0.4% | 0
Cc1cc(Cl)nc(Cl)c1C(=O)N1CCOCC1
    2.7% | .
Cc1ccccc1NC(=O)c1cnc(Nc2nc3ccccc3s2)nc1C
    1.7% | 23
O=C(NNC1CC(=O)N(c2ccc(Br)cc2)C1=O)c1ccccn1 (stereo unspecified)
    0.7% | 7
COc1cccc(NS(=O)(=O)c2ccc(OC)c(OC)c2)c1
    -0.7% | 9
COc1cccc(OC)c1C(=O)Nc1cccc(-c2ccc3nncn3n2)c1
    3.3% | -8
COc1ccc(C(=O)OCC(=O)Nc2sccc2C(N)=O)cc1OC
    . | 40
CCCCCOC(=O)C1=C(C)N(C)C(=O)NC1c1cc(Br)c(O)c(OC)c1 (stereo unspecified)
    -8.6% | 9
CCOC1(c2ccccc2)CC1C(=O)N/N=C/c1cccc([N+](=O)[O-])c1 (stereo unspecified)
    3.4% | 4
COC(=O)c1c(NC(C)=O)sc(Cc2ccccc2)c1C
    0.7% | .
CCn1nnc(NC(=O)Cc2ccc(Cl)cc2)n1
    -3.2% | 0
O=C(Nc1nc2ccc([N+](=O)[O-])cc2s1)c1ccc(S(=O)(=O)N2CCCc3ccccc32)cc1
    1.3% | .
COc1ccc2oc(C(=O)NN3C(C)CCCC3C)c(C)c2c1 (stereo unspecified)
    -1.8% | 18
CC(=O)c1ccc(N2CCN(C(=S)NCc3ccco3)CC2)cc1
    -1.9% | .
Cc1cc(C(F)(F)F)nc(SCC(=O)Nc2cc(C)on2)n1
    0.8% | 71
O=C(/C=C/c1ccc(N2CCCCC2)c([N+](=O)[O-])c1)c1ccc(O)cc1
    4.1% | .
Fc1ccc(Nc2ccc3ccccc3n2)c(F)c1
    -4.4% | 12
CCn1c(SCC(=O)C(C)(C)C)nnc1-c1cccnc1
    -2.7% | -4
Cc1ccc2c(c1)C1CN(C)CCC1N2C(=O)c1cccc(S(=O)(=O)N(C)C)c1 (stereo unspecified)
    -3.4% | 8
CCN(CC)CCn1c(-c2ccc(C)cc2)nc(=S)c2c1CC(C)(C)OC2
    -4.0% | 10
NS(=O)(=O)c1ccc(CCNC(=O)CSc2ncnc3ccccc23)cc1
    -7.9% | 11
Cc1cc(OCC(=O)OC(C)C)c2c3c(c(=O)oc2c1)CCCC3
    -1.2% | 9
CCOC(=O)CN(C(=O)CNC(=O)c1ccco1)C(C(=O)NC1CCCCC1)c1cccs1 (stereo unspecified)
    -5.1% | .
O=C(Nc1ccc(Cl)cc1)C1=Cc2ccccc2OC1
    1.7% | 5
CCCSc1nc2c(c(=O)[nH]c(=O)n2C)n1CC(O)COc1ccccc1 (stereo unspecified)
    14%* | -17
O=c1[nH]c2ccccc2n1C1CCCCC1
    . | 3
CC1=Nc2ccccc2N=C(NC(=O)CSc2nnnn2-c2ccccc2)C1c1ccccc1 (stereo unspecified)
    . | 9
Cc1nc2ccc(NC(=O)c3nn(CC(C)C)c(=O)c4ccccc34)cc2s1
    -8.8% | .
O=C(NCCCn1ccnc1)c1cn(Cc2ccc(F)cc2)nn1
    0.9% | -8
Cc1ccc(S(=O)(=O)N2CCN(C(=S)NCc3ccc4c(c3)OCO4)CC2)cc1
    3.2% | 2
COc1c(F)c(F)c(C(=O)O)c(Nc2ccc(C)cc2)c1F
    2.1% | 8
CCCCOc1cccc(C(=O)Nc2ccc(N3CCN(CC)CC3)cc2)c1
    -2.9% | .
COc1ccc(CCNC(=O)CCc2ccc(S(=O)(=O)NC(C)C)cc2)cc1
    -7.3% | .
CCc1c(C(=O)N2CCOCC2)csc1C
    2.2% | -7
Cc1nn(-c2ccccc2Cl)c(Cl)c1/C=N/Nc1nc2ccccc2s1
    5.5% | 7
COc1ccccc1-c1cc2nc(C)c(CCC(=O)NC(C)CCc3ccco3)c(C)n2n1 (stereo unspecified)
    -3.9% | .

Further results follow:
Order of values – GlmU inhibition | RmlCD inh 1536
CCCOc1ccc(-c2nc(C#N)c(N3CCC(C(N)=O)CC3)o2)cc1
    -0.8% | -5
Cc1cccc(N2C(=O)NC(=O)/C(=C/c3ccc(N4CCOCC4)cc3)C2=O)c1
    0.8% | 2
Cc1cc(/C=C2\Cc3ccccc3C2=O)c(C)n1-c1ccccc1
    1.7% | .
CN(CC(=O)Nc1cccc(F)c1)CC(=O)Nc1cccc(S(N)(=O)=O)c1
    5.5% | .
CC1=CC(=C2C(=O)c3ccccc3C2=O)C=C(C)N1Cc1ccco1
    . | 6
CCC(=O)Nc1ccc(C(=O)c2ccccc2)cc1
    -2.6% | 7
COc1cccc(OC)c1NC(=O)Cc1nn(C)c(=O)c2ccccc12
    -11% | -1
NC(=O)c1ccc[n+](CC(=O)OCCC23CC4CC(CC(C4)C2)C3)c1
    5.2% | -5
CCC1(CC)C(=O)NN(c2ccccc2)C1=O
    2.0% | .
CN(C)CC1CSCCC1(O)c1ccc(C(F)(F)F)cc1 (stereo unspecified)
    -1.5% | .
CCN(CC)C(=S)SC1=CCS(=O)(=O)C1
    -2.5% | 17
COc1cccc(CCNCc2ccc(SC)cc2)c1
    -6.8% | 15
CCOC(=O)C1CCN(C(=O)COc2ccc([N+](=O)[O-])cc2)CC1
    -3.2% | 2
CCCCn1ccnc1C(=O)c1cc(S(=O)(=O)N2CCOCC2)ccc1C
    0.9% | 10
O=C(N/N=C/C(Br)=C\c1ccccc1)c1n[nH]c2c1CCC2
    . | -8
CCCCCCC(=O)N1CCCC(c2nc(-c3cccc(OC)c3)no2)C1 (stereo unspecified)
    3.2% | .
Cc1ccc(NC(=O)C2CCCN(C(=O)c3ccc(Cl)cc3)C2)cc1C (stereo unspecified)
    -2.8% | -8
NS(=O)(=O)c1cccc(NC(=O)COC(=O)CCCc2c[nH]c3ccccc23)c1
    -0.4% | -12
O=c1cc(-c2ccc(O)c(-c3c(O)cc(O)c4c(=O)cc(-c5ccc(O)cc5)oc34)c2)oc2cc(O)cc(O)c12
    -0.9% | .
C[C@H]1C(=O)N(C)CCN1C(=O)c1ccccc1OC1CCN(S(C)(=O)=O)CC1
    0.4% | .
Cc1cc(C(=O)OCC(=O)N2C(C)CCCC2C)c(C)o1 (stereo unspecified)
    2.9% | -2
NC(=O)CSc1nnc(-c2ccncc2)o1
    1.7% | -2
O=C(c1ccco1)c1cn[nH]c1-c1ccc(Cl)cc1O
    -4.9% | -4
CCCCOc1ccc(/C(O)=C2/C(=O)C(=O)N(CCCOC)C2c2ccncc2)cc1 (stereo unspecified)
    -7.4% | .
CCOC(=O)c1ccc(N2C(=O)c3n[nH]c(C)c3C2c2ccc(OC)cc2)cc1 (stereo unspecified)
    1.5% | 6
O=C(O)Cc1sc(-c2ccc(C(=O)O)cc2)nc1-c1ccccc1
    -3.5% | -6
CN1C(=O)c2ccccc2N(C)C1c1cccs1 (stereo unspecified)
    -5.3% | .
CCCCNC(=S)NC(=O)c1ccccc1Br
    3.1% | .
CN(Cc1cnccn1)C(=O)CC1C(=O)NCCN1Cc1cccc(Oc2ccccc2)c1 (stereo unspecified)
    -3.4% | -5
Cc1ccccc1C(=O)Nc1ccc(N2CCCCCC2)cc1
    -0.2% | -4

Structural class, the entries above containing a COOH group
Order of values – GlmU inhibition | RmlCD inh 1536
COc1c(F)c(F)c(C(=O)O)c(Nc2ccc(C)cc2)c1F
    2.1% | 8
O=C(O)Cc1sc(-c2ccc(C(=O)O)cc2)nc1-c1ccccc1
    -3.5% | -6

Continued.
Order of values – GlmU inhibition | RmlCD inh 1536
O=C(Nc1ccc(-c2nnn(CC(=O)N3CCN(C(=O)c4ccco4)CC3)n2)cc1)c1ccccc1F
    3.9% | .
O=C(Nc1ccc2oc(-c3ccncc3)nc2c1)c1ccc(F)cc1
    3.7% | 4
O=C(/C=C/c1ccco1)Nc1cccc(C(=O)Nc2ccccc2C(=O)O)c1
    15%* | 4
Cc1ccc(S(=O)(=O)c2nc(-c3ccccc3)oc2NCCCN2CCOCC2)cc1
    -1.0% | 99
COC(=O)c1ccc(CSc2nc3c(cnn3-c3ccc(Cl)cc3)c(=O)[nH]2)o1
    2.4% | .
COC(=O)NCC(C)OC(=O)Nc1cccc(Cl)c1 (stereo unspecified)
    -4.4% | -2
COc1ccc(C(=O)COC(=O)c2ccc3ccccc3n2)cc1
    4.6% | -9
Cc1c(Nc2nc3ccccc3nc2NS(=O)(=O)c2cccc(Cl)c2)c(=O)n(-c2ccccc2)n1C
    4.8% | .
Cc1ccc(S(=O)(=O)N2CCOCC2)cc1C(=O)N1C(=O)c2cccc(N)c2C1=O
    5.5% | -8
COC(=O)c1ccc(Cn2cc(Cl)cn2)o1
    3.7% | .
CC(C)(C)c1ccc(-c2nnc3sc(-c4ccccn4)nn23)cc1
    2.6% | -5
O=C(O)CCc1nn2c3ccccc3n(CC(=O)O)c2nc1=O
    -8.1% | -1
CCOC(=O)N1CCN(CC(O)COc2ccccc2C(C)(C)C)CC1 (stereo unspecified)
    4.3% | 6
COc1ccc(N2C(=O)CCC2=O)cc1
    -0.6% | -6
O=C(CSc1nc2ccccc2c(=O)[nH]1)N1CCCCC1
    1.9% | 9
Cc1ccc(-c2nn3c(C)nnc3s2)cc1NC(=O)c1cccs1
    -6.7% | 6
CCN(CC)C(=O)c1ccccc1NS(=O)(=O)c1ccc(C)cc1
    -1.8% | 6
CC(C)CNC(=O)NC(=O)COC(=O)COc1ccc(Cl)cc1Cl
    2.9% | 11
CCCCN(C(=O)CSc1nnc(-c2ccccc2)n1C)c1c(N)n(Cc2ccccc2)c(=O)[nH]c1=O
    -2.8% | -13
CC(C)(C)n1ncc2c(=O)n(Cc3ccc(Cl)cc3)cnc21
    -2.4% | 7
CC1S/C(=N/N=C2CCC(C(C)(C)C)CC2)NC1=O (stereo unspecified)
    -3.0% | -11
Clc1ccc2c(c1)C1OCCC1C(c1ccco1)N2 (stereo unspecified)
    0.2% | .
O=C(O)/C=C\C(=O)Nc1ccc(Oc2ccccc2)cc1
    1.8% | .

Looked up by structure from the entries so far:
Order of values – GlmU inhibition | RmlCD inh 1536
Cc1ccc(NC(=O)NC2CCCCC2)cc1Cl
    -0.3% | 9
COc1cccc(OC)c1C(=O)Nc1cccc(-c2ccc3nncn3n2)c1
    3.3% | -8
CCN(C(=O)COc1ccc(C)nc1[N+](=O)[O-])C1CCS(=O)(=O)C1 (stereo unspecified)
    0.4% | 0
O=c1cc(-c2ccc(O)c(-c3c(O)cc(O)c4c(=O)cc(-c5ccc(O)cc5)oc34)c2)oc2cc(O)cc(O)c12
    -0.9% | .
CCOC1(c2ccccc2)CC1C(=O)N/N=C/c1cccc([N+](=O)[O-])c1 (stereo unspecified)
    3.4% | 4
C[C@H]1C(=O)N(C)CCN1C(=O)c1ccccc1OC1CCN(S(C)(=O)=O)CC1
    0.4% | .
COc1ccc(C(=O)OCC(=O)Nc2sccc2C(N)=O)cc1OC
    . | 40

Not all compounds are listed; the hit share may differ from the screen's.
